High-throughput results from PubChem.
TROY signal inh: blocks TROY-dependent signaling in reporter cells; Q293 LMP1-TROYcd NF-kB luciferase reporter, 4 h; inhibition, % at 10 µM; 360,000 compounds, 0.98% hits;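 active means compounds whose plate-normalised and pattern-corrected inhibition of the luciferase reporter signal at the single screening dose is 50% or more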
KKLEB tox: reduces viability of KKLEB cystic fibrosis airway cells | KKLEB CF airway cells viability, ATPlite luminescence, overnight; stronger effect = lower value; cells stimulated with P. aeruginosa culture filtrate | activity change (cytotoxicity), % at 5 µM | 360,000 compounds, 0.36% hits;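 active means corrected activity change at or below -50% at 5 µM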
MITF TRPM1 inh: reduces MITF-dependent TRPM1 promoter luciferase signal | AID 488899 | inhibition, % at 12.5 µM | 330,000 compounds, 0.83% hits | SK-MEL-5 TRPM1 promoter luciferase, 24 h;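 active means mean inhibition across replicates of 60% or more, whatever share of single replicates reaches that level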; further: values of inactives mirror those of a sister screen read the other way
CF NFkB block: blocks PAF-induced NF-kB reporter in cystic fibrosis cells. KKLEB NF-kB-GFP reporter, GFP fluorescence overnight. inhibition, % at 5 µM. 360,000 compounds, 0.86% hits. AID 588850;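 active means at least 50% inhibition at 5 µM, scaled per plate between neutral and stimulator controls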;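 further: PAF is a Pseudomonas aeruginosa culture filtrate used as stimulus; plate controls were PAF-stimulated DMSO wells for no effect and unstimulated DMSO wells for full effect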
Peg3 prom inh: inhibitors of Peg3 promoter | 360,000 compounds, 1.7% hits | inhibition, % at 20 µM | HeLa PEG-Prom luciferase reporter, luminescence, overnight;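 active means inhibition of at least 50% at 20 µM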
HIF-2a inh: blocks HIF-2a reporter activity; 786-0 RCC cells HIF-2a reporter, luciferase luminescence, overnight; inhibition, % at 18.8 µM; 360,000 compounds, 0.72% hits; AID 624352;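 active means inhibition of the luminescence signal of 40% or more relative to plate controls, in a single-dose primary screen at 18.75 µM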
TWEAK Fn14 block: TWEAK-Fn14 signaling inhibition. AID 1159606. inhibition, % at 10 µM. 360,000 compounds, 2% hits. TWEAK-stimulated Fn14 reporter cells, luciferase luminescence, 8 h; in the data active means inhibition above about 50%
Shn3 inh set2: Schnurri-3 reporter inhibition in Clone20 osteoblasts; inhibition, % at 12.5 µM; Clone20 osteoblast Shn3 3'UTR firefly luciferase, 24 h; 360,000 compounds, 0.52% hits; AID 588674;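 active means mean inhibition of at least 75% with every replicate also reaching 75%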;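 further: 0% = median of neutral control wells and 100% = pilot-screen positive control compound; some compounds past the cut are filed as inactive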
TRAIL sens C8: caspase-8 TRAIL sensitization; NB7+C8 cells + TRAIL, ATPlite viability luminescence; inhibition (viability loss, TRAIL sensitization), % at 10 µM; 360,000 compounds, 1% hits; AID 624354;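 active means compounds causing at least 50% loss of cell viability in the single-dose screen, relative to plate controls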
NR2E3 ag-1: activates human NR2E3 receptor. Q9Y5X4. CHO-S Gal4-NCOR/VP16-NR2E3 two-hybrid, luciferase. inhibition of corepressor binding, % at 3.98 µM. 360,000 compounds, 0.35% hits. AID 602229;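 active means inhibition above the mean of all tested compounds plus 3 SD, cut at about 70% in these data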;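 further: 0% = DMSO with NR2E3 transfected cells and 100% = cells lacking NR2E3 construct; higher means lower luciferase signal from less NR2E3 corepressor binding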
Target sequence (Q9Y5X4 whole entry, looked up, the tested form may be a part): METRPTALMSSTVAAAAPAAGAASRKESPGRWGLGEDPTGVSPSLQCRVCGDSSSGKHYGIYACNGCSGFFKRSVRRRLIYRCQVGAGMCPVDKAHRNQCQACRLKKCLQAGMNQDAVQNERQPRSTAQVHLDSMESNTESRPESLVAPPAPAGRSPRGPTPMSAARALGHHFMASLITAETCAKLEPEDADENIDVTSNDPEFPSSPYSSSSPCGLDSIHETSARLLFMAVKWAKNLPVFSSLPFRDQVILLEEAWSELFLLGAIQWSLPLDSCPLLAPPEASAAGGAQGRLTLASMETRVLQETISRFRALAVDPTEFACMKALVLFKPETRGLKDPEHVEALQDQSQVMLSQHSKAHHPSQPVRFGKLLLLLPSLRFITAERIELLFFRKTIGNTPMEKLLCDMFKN
NR2E3 ag-2: agonists of human nuclear receptor NR2E3; Q9Y5X4; GST-NR2E3/biotin-RetCOR TR-FRET, 1536-well; inhibition of corepressor binding, % at 4.78 µM; 320,000 compounds, 0.12% hits; AID 2300;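 active means percent inhibition above the cutoff of mean plus 3 SD of all tested compounds, set per screening campaign, cut at about 20% in these data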;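 further: 0% = DMSO wells and 100% = biotin wells as full block of FRET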
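Material: NR2E3–RetCOR corepressor complex / Amount: 1.35 nM GST-NR2E3 / Medium: Tris pH 7.5 / Compound: single nominal compound dose of 4.8 µM / Incubation: 5 h at 4 °C / Technique: TR-FRET, Eu(K)-anti-GST donor, streptavidin-D2 acceptor, ex 340, em 617/671 nm / Read-out basis: percent loss of FRET ratio relative to control wells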
* hit, by the source's call; . = not tested or not shown; & = joins results of further samples.

canonical_smiles,Shn3 inh set2,HIF-2a inh,TROY signal inh,NR2E3 ag-1,KKLEB tox,CF NFkB block,MITF TRPM1 inh,NR2E3 ag-2,Peg3 prom inh,TWEAK Fn14 block,TRAIL sens C8
Oc1ccc(C2NCc3ccccc3-n3cccc32)cc1Cl (configuration not stated),1&-15,13&2,5&3,6&-12,4&-8,-4&16,0&5,0&4,8&-4,5&3,-1&-2
O=C(C1CCC(=O)N1C1CCCCC1)N1CCC2(CC1)OCCO2 (configuration not stated),5,-13,6,0,-10,15,1,2,5,-20,-4
CCC1(CC(C)c2ccccc2)C(=O)NC(=O)NC1=O (configuration not stated),-33,4,6,-26,-21,15,-3,.,4,-16,-15
Cc1nc2c(-c3ccc(F)cc3)c(C)nn2c(C)c1CCC(=O)N1CCC2(CC1)OCCO2,-15,28,-1,-24,21,-3,-5,6,3,3,-5
CC(=O)Nc1cc(C(=O)N2CCC3(CC2)OCCO3)ccc1Sc1ccc(C)cc1,0,14,5,-29,12,3,-3,2,14,-6,-5
CCN1CCN(c2cn[nH]c(=O)c2Cl)CC1,41,16,-1,-6,6,19,3,4,8,-12,-7
Cc1c2cnn(CC(=O)N3CCC4(CC3)OCCO4)c(=O)c2c(C)n1Cc1ccccc1,0,12,14,-5,0,10,-6,-1,15,-1,6
Cc1nc2ccccc2c(=O)n1-c1ccc(C(=O)O)cc1,-6,8,-4,-5,-1,8,-10,-2,5,9,5
O=C(c1cccc2ccccc12)C1CCCN(Cc2ccon2)C1 (configuration not stated),21,1,-1,5,0,11,11,3,4,-13,4
CCCCCc1nc2ccccc2c(=O)n1-c1ccc(Cl)cc1[N+](=O)[O-],12,18,12,-10,6,6,3,-1,5,11,5
CN1C(=O)C[N+]([O-])=C(c2ccccc2)c2cc(Cl)ccc21,19,13,-1,18,23,-7,6,.,6,8,-4
COC(=O)C1=C(N)Oc2cc(C)oc(=O)c2C12C(=O)Nc1ccccc12 (configuration not stated),-7,20,6,-19,10,-20,14,-1,10,-8,10
O=c1c2ccccc2nc(/C=C/c2ccccn2)n1-c1ccccc1,-36,28,7,-22,-2,5,22,4,28,8,-1
CCOC(=O)CC1=C(C(=O)OCC)C2(C(=O)N1CC(=O)OC)C(C#N)=C(N)Oc1ccccc12 (configuration not stated),-16,3,-5,-5,-16,-18,14,2,9,12,-17
COc1ccc(OC)c(N=Cc2c(O)[nH]c(=O)[nH]c2=O)c1,-2,5,-10,-10,17,-2,-1,-2,-1,12,11
COc1cccc(-n2c(/C=C/c3ccccn3)nc3ccccc3c2=O)c1,-6,29,25,-13,-6,4,7,.,21,7,-7
CCN1C[C@]2(COC(=O)c3ccccc3N)CC[C@H](OC)C34[C@@H]5C[C@H]6[C@H](OC)[C@@H]5[C@](O)(C[C@@H]6OC)[C@@](O)([C@H]13)[C@@H](OC)[C@@H]42,3,18,-7,12,-4,-11,2,-5,1,2,24
O=C(NCc1ccccc1)c1cccn(Cc2ccccc2)c1=O,-1,-6,6,-9,-4,-2,14,3,-1,-2,2
CCC(=NCCCN1CCOCC1)c1c(O)n(Cc2ccccc2)c(=O)[nH]c1=O,17,5,2,-3,-16,-2,8,2,8,-3,9
O=C(C1CCN(S(=O)(=O)N2CCOCC2)CC1)N1CCC2(CC1)OCCO2,4,18,5,5,-7,4,1,2,-10,9,-2
CCN1C[C@]2(CO)CC[C@H](OC)[C@@]34C2[C@H](OC)[C@@](O)(C13)[C@@]1(O)C[C@H](OC)[C@H]2C[C@@H]4[C@@H]1[C@H]2OC,13,6,17,-39,-5,-27,5,0,7,-7,7
CC(=O)OC1CC[C@@]2(C)C(=CC(=O)C3C4CCC(OC(C)=O)[C@@]4(C)CCC32)C1 (some centres not stated),-8,9,-7,5,5,0,4,-4,6,-17,9
O=C1/C(=C/c2ccncc2)N2CCC1CC2,1,11,2,7,1,9,-9,-2,-2,3,9
CCCCn1c(O)c(C(CC)=NCCc2ccccc2)c(=O)[nH]c1=O,21,23,16,-8,-10,11,15,0,16,32,-11
O=[P+](Cc1ccccc1)Cc1ccccc1,0,1,-7,7,2,0,1,-2,10,2,-2
Cc1ccc(-n2c(O)c(C=NC3CCCC3)c(=O)[nH]c2=O)c(C)c1,8,9,6,-31,5,-8,0,4,3,9,-16
Nc1nonc1OCCCCOc1nonc1N,2,18,-28,-1,7,4,12,0,11,12,7
O=C(Cc1ccccc1)N1CCN(CCCc2ccccc2)CC1,4,14,18,-13,17,-7,16,.,20,3,0
O=C(Nc1ccc(F)cc1F)c1cccnc1Oc1cccc(C(F)(F)F)c1,7,3,3,-15,-17,13,-6,0,-8,-21,-12
CC(C)N(CC#CCC1(O)c2ccccc2-c2ccccc21)C(C)C,3,12,1,4,-3,5,-5,-1,-16,46,25
Fc1ccc(C2N3CCCN23)cc1 (configuration not stated),-2,26,-27,10,-6,0,6,-4,2,10,-2
O=C(NCNC(=O)NC1C(=O)NC(=O)N1CO)NC1C(=O)NC(=O)N1CO (configuration not stated),-2,1,-8,8,8,-1,6,2,8,-7,-14
Cc1ccsc1CNCCc1ccc(F)cc1,10,6,-6,2,-7,-20,-1,-5,-6,-5,5
Cc1cccc(N=Cc2c(O)n(C)c(=O)n(C)c2=O)c1,6,-12,-36,-18,8,-22,-27,3,-5,-9,-20
COC(=O)C1=C(c2ccc(S(C)(=O)=O)cc2)C[C@@H]2CC[C@H]1N2C(=O)NCCO,-4,5,11,-7,3,5,9,-1,-9,12,12
Cc1ccc(-c2nc(N(C)C3CCN(C)CC3)c3ccccc3n2)cc1,43,-69,-36,-18,-12,7,-8,-1,37,-28,22
O=Cc1cn(Cc2cccc(F)c2)c2ccccc12,11,12,18,7,4,11,2,0,85*,15,7
O=[N+]([O-])c1c2ccccc2cc2ccccc12,-9,-106,-38,-21,5,-46,-20,1,-36,3,-9
NCc1cc(=O)[nH]o1,22,1,7,-24,-7,4,-6,2,1,9,11
COC(=O)C1=C(C)OC(N)=C(C#N)C12C(=O)Nc1ccccc12 (configuration not stated),-15,15,8,-33,12,-9,5,-5,11,-12,-2
Cc1ccc(S(=O)(=O)N2Cc3cc(-c4ccccc4)ccc3-n3nncc3C2)cc1,7,0,3,2,-9,22,.,.,3,-2,-1
CN1C(=O)/C(=C/c2ccc(Cl)s2)C(=O)NC1=S,3,20,4,-36,-11,66*,-1,1,55*,38,11
Cc1ccc2c(c1)CC1(CN2C)C(=O)NC(=O)N(C(C)C)C1=O (configuration not stated),3,5,-4,8,-12,1,11,0,17,19,-2
CCOC(=O)[C@]1(C#N)[C@@H]2C=CC(C(C)=O)=CN2[C@@H](C(N)=O)[C@@H]1c1ccsc1,6,4,-1,-18,-3,-3,2,1,-8,3,-2
CCCC(=O)NC(Oc1ccc(C(C)=O)cc1)C(Cl)(Cl)Cl (configuration not stated),-8,9,13,-32,6,5,5,4,-6,-1,-4
CC(=O)NC(Cc1ccc(N(CCCl)CCCl)cc1)C(=O)NCC(=O)NCC(=O)O (configuration not stated),-1,4,-24,-14,5,6,-3,-1,18,35,-8
COc1cc([N+](=O)[O-])c2nc(C)ccc2c1[N+](=O)[O-],14,-10,4,1,-22,26,10,.,7,25,6
O=C1NC(=O)N(Cc2ccccc2)C(=O)/C1=C/C=C/c1ccco1,59,38,-3,-17,2,87*,88*,5,13,15,32
Cn1c(=O)n(CC(=O)N2CCC3(CC2)OCCO3)c(=O)c2ccccc21,-9,-24,-9,4,3,-6,-8,2,-10,8,-10
Cc1ccc(-c2nc3ccccc3c(=O)n2-c2cccnc2)cc1,-42,17,-20,-9,2,-16,1,0,7,-7,-9
CC(Cc1ccccc1Sc1ccccc1)N(C)C (configuration not stated),-1,4,-6,-3,-2,-17,-2,-4,10,1,11
Cc1c(C)c2ccc(OCC(=O)N3CCC(C(=O)O)(c4ccccc4)CC3)cc2oc1=O,-16,7,-1,-6,-3,7,0,1,-3,0,-3
COc1ccccc1N1CCN(Cc2cc(C)c(C)cc2O)CC1,-3,2,15,-3,-4,2,5,2,-4,19,0
CC(C)OC(=O)Cc1ccccc1,7,7,-10,-16,4,-22,-8,2,-17,3,-5
CC1CN(c2cc([N+](=O)[O-])ccc2Cl)CC(C)N1 (configuration not stated),-18,18,2,3,-6,-9,-2,2,10,1,-4
Oc1cc2c(cc1CN1CCN(c3ccccc3)CC1)OCO2,-5,8,-2,-35,-2,8,0,3,7,-5,2
N[C@@H](Cc1c[nH]c2ccccc12)c1nnc(SCc2c(F)cccc2Cl)o1,-3,8,-12,-7,-3,13,7,-1,-3,1,8

The list is partial; count on the stated rates, not on these rows.
